Bioassay records from PubChem.
EPAC1 agonist = activates human EPAC1 exchange factor; 360,000 tested, 0.073% active; EPAC1 agonist qHTS, biochemical assay; response scale: 100% = response to 6.5 mM cAMP; Potency, µM (series often up to 154 µM), inactives show at the top dose activation, actives largely listed as activators; further: potency means the concentration at half of the fitted maximal effect; nearly all actives have a fitted effect of over 60% in size
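Read-out is the fluorescence drop as BODIPY-GDP leaves Rap1B (480 nm excitation, 540 nm emission), recorded every 5 minutes over 30 minutes. Reactions held 100 nM EPAC1, 250 nM Rap1B–BODIPY-GDP and 50 uM GDP, with 6.5 mM cAMP setting full activation.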
PLK1 PBD block = PLK1 (human) polo-box domain binding inhibition | P53350 | Plk1 PBD binding of FITC phosphopeptide, fluorescence polarization | Potency, µM, inactives show max response, negative = inhibition, most hits filed as inhibitors | 360,000 tested, 2.8% active | AID 720504; further: potency means the concentration at half of the fitted maximal effect; series mostly up to about 57 µM; on the % scale 0 is the no-effect control and ±100 the full control effect; nearly all actives have a fitted effect of over 65% in size
Target sequence (P53350 whole entry, looked up, the tested form may be a part): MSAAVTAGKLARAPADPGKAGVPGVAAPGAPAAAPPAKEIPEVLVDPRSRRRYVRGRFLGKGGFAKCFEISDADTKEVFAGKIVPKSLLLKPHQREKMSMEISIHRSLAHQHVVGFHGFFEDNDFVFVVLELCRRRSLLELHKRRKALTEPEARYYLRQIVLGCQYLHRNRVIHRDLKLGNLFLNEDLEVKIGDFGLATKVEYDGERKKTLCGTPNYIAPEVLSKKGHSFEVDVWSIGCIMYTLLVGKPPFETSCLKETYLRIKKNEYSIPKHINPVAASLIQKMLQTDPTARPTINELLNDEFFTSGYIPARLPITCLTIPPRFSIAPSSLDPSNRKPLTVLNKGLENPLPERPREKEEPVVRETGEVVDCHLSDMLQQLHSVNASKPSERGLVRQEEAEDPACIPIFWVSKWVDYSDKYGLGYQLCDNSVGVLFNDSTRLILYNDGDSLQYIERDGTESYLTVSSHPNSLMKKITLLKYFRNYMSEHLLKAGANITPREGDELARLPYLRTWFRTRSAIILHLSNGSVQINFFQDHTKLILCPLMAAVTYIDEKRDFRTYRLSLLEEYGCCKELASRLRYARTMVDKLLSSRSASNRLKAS
IL2 activator = activators of IL-2; IL-2 activation reporter assay, cell-based qHTS; stimulated with anti-CD3/CD4/CD28 beads; in transgenic mouse T cells; activation, % (series mostly up to about 46 µM); 360,000 tested, 0.065% active; AID 652025; in the data active means activation above about 50%; inconclusive means mostly about 30% to 49%; further: 0% is about no effect
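Quantitative HTS in unstimulated transgenic mouse T cells, with memory T cells as non-tolerant control and PMA/ionomycin as tolerance-bypass control. Compound pretreatment lasted 60 minutes before 18 h bead stimulation; EGFP/DsRed fluorescence read.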
Abeta yeast res = compounds reversing amyloid beta toxicity in yeast | 410,000 tested, 0.063% active | Potency, µM (series often up to 46.1 µM), for inactives: top-dose growth rescue, hits mostly activators | yeast expressing A-beta42, growth rescue, OD600, 48 h; response scale: 0% DMSO, 100% iron-clioquinol control; further: potency means the concentration at half of the fitted maximal effect; nearly all actives have a fitted effect of over 55% in size
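Yeast growth medium received pinned compounds, then yeast cells expressing toxic A-beta were added; plates incubated at 30 C for 48 hr. Growth read as absorbance at 600 nm, normalized to DMSO and equimolar FeCl3 plus clioquinol controls.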
EPAC1 antag = blocks human EPAC1 exchange factor | O95398 | EPAC1 GEF assay, Rap1b-BODIPY-GDP exchange fluorescence | Potency, µM (titrated, usually from 115 µM), inactives show at the highest dose activity change, negative = inhibition, usual class: inhibitors | 360,000 tested, 0.14% active | AID 720709;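 further: potency means the concentration at half of the fitted maximal effect; plate controls were vehicle for no effect and positive control for full effect; nearly all actives have a fitted effect of over 50% in size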
FUS suppressor = rescues growth of FUS-expressing yeast; S. cerevisiae FUS-expressing, growth rescue, OD600, 24 h; Potency, µM (doses to about 76.6 µM), without a hit: at the highest dose growth rescue (activation), usual class: activators; 390,000 tested, 0.24% active;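 further: potency means the concentration at half of the fitted maximal effect; plate controls were DMSO vehicle for no effect and reference control for full effect; nearly all actives have a fitted effect of over 55% in size; some results filed as inactive show a strong effect at the top dose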
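S. cerevisiae expressing FUS from galactose induction served as the toxicity model. Growth after 24hr at 30C, read as absorbance at 600 nm, indicates suppression of toxicity; compounds dosed at several concentrations.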
PI5P4K alpha inh = blocks human PI5P4K alpha kinase activity; PI5P4Kalpha enzyme, ADP-Glo luminescence, 60 min; active compounds read low; 330,000 tested, 1.2% active; P48426; max response, %; active means max response of -50% or lower; inconclusive means between -30% and -50%; inactive means -30% or higher; further: value at the top dose of about 77 µM; on the % scale 0 is the no-effect control and ±100 the full control effect
Target sequence (P48426 whole entry, looked up): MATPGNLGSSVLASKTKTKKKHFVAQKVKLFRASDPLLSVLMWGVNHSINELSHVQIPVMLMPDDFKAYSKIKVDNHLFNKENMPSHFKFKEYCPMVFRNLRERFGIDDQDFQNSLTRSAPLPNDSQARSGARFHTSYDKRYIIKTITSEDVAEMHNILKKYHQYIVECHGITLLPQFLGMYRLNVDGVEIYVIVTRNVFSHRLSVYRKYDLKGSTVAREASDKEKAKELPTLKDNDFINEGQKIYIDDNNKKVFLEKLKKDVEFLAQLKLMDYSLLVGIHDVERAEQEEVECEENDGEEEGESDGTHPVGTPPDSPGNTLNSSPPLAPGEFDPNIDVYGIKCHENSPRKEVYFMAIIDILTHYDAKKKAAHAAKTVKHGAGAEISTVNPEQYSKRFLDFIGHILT
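Controls without substrate or without enzyme flank wells where PI5P4Kalpha converts substrate using 5 microM ATP (final). Incubation lasts 60 minutes at room temperature; ADP formed is read by ADP-Glo luminescence.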
WRN helicase inh = WRN helicase (human) inhibition; Q14191; WRN helicase unwinding, fluorescent forked duplex, kinetic; Potency, µM (series often up to 114 µM), without a hit: at the highest dose activity change, negative = inhibition, usual class: inhibitors; 360,000 tested, 0.46% active; AID 651768; further: potency means the concentration at half of the fitted maximal effect; on the % scale 0 is the no-effect control and ±100 the full control effect; nearly all actives have a fitted effect of over 55% in size
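Fluorescence dequenching readout, ex 525 nm/em 598 nm, kinetic mode: forked duplex DNA (100 nM final) with adjacent fluorophore and quencher unwound by WRN (20 nM final) with 2 mM ATP. Compound preincubation 15 min, room temperature.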
* = called active by the depositor; ? = inconclusive; nt = no result given; & = joins results of further samples; [ ] = another dose, or the depositor's remark. Unless noted, the call rests on the fitted dose curve; in most records, active means well fitted curve in the direction sought with a large enough effect; inconclusive means small, poorly fitted or top-dose-only effect, or another doubt; inactive means no such curve, though single readings can be large; an effect the other way counts as inactive or inconclusive.

SMILES | EPAC1 agonist | PLK1 PBD block | IL2 activator | Abeta yeast res | EPAC1 antag | FUS suppressor | PI5P4K alpha inh | WRN helicase inh
Cc1ccnc2nc(C(=O)OCC(=O)NC(=O)NCc3ccco3)nn12 | 1% | -25% | 0.1 | 3% | 1% | 10% | -1 | -1%
C=CCS(=O)(=O)N1CCCC(C(=O)c2cccc(Cl)c2)C1 (stereo unspecified) | 12% | -15% | -0.2 | 8% | -12% | 10% | -1 | -5%
CCOC(=O)CC1(C)Oc2cc(Cl)ccc2N1S(=O)(=O)c1ccc(C)cc1 (stereo unspecified) | 13% | -13% | -0.9 | 10% | -5% | 12% | 18 | -5%
COc1ccc(-c2c(-c3ccc(OCC(=O)NN)cc3O)n[nH]c2C)cc1OC | 9% | -16% | 0.1 | -6% | 0% | ? | 1 | 2%
CCc1ccc(OCC(=O)N/N=C(\C)c2ccccc2OC(F)F)cc1 | -2% | -9% | -0.1 | -10% | -11% | nt | 1 | -3%
CCn1c(Cc2c(C)[nH]c3ccccc23)nnc1SCC(N)=O | 3% | 3% | -0.8 | 6% | 9% | 3% | nt | -7%
O=C(NC1CCCC1)C(c1ccco1)N(Cc1ccccc1)C(=O)c1csnn1 (stereo unspecified) | -3% | -5% | -1.4 | 9% | 15% | 14% | nt | 5%
Cc1ccc(S(=O)(=O)N2CCN(c3ccc4nnc(-c5ccccc5)n4n3)CC2)cc1 | 10% | -3% | 3.3 | -4% | -27% | -20% | 2 | 2%
O=C(CNC(=O)c1cccs1)Nc1ccc(N2CCOCC2)cc1 | -3% | 0% | -2.5 | 7% | 3% | nt | -4 | -12%
Cn1c(=O)c2cc(NC(=S)NC3CC3)ccc2n1Cc1cccc(C(F)(F)F)c1 | -12% | -28% | -0.2 | -9% | -1% | 15% | -9 | 3%
COc1ccc(S(=O)(=O)N[C@H](C(=O)N2CC[C@@]3(O)CCCC[C@H]3C2)c2ccccc2)cc1 | 6% | 4% | -0.1 | 6% | 12% | 14% | -5 | 2%
C=CCSc1nc2ccccc2n1Cc1nnc(-c2cccs2)o1 | 6% | -5% | -2.6 | 18% | 4% | 27% | 0 | 0%
COc1ccccc1C(=O)N=C1SC2CS(=O)(=O)CC2N1c1ccccc1 (stereo unspecified) | 9% | -2% | -0.5 | 7% | 4% | 12% | -9 | -2%
Cc1cc(NC(=O)c2ccccc2)ccc1NC(=O)c1ccccc1Cl | -6% | 4% | 0.5 | 9% | 6% | -21% | 3 | 4%
COc1ccccc1OCc1ccc(C(=O)n2nc(C)c(Cl)c2C)o1 | 15% | -10% | -3.6 | -6% | 15% | 22% | nt | -2%
COCCCn1c(SCC(N)=O)nnc1-c1ccccc1 | 2% | -11% | -0.3 | -5% | 15% | 4% | nt | 6%
CCc1ccccc1NC(=O)C1CCCN(c2nccc(C)n2)C1 (stereo unspecified) | 1% | -14% | -1.4 | -21% | 3% | -15% | 0 | 4%
C=CCn1c(SCC(=O)Nc2ccc(C)cc2C)nnc1-c1cccnc1 | 9% | -1% | 0.8 | 2% | 7% | 14% | -2 | 4%
O=C(COc1ccccc1)NCC(=O)N/N=C/c1ccc(Cl)cc1 | 2% | -11% | -2.6 | 11% | -8% | 4% | -1 | -3%
O=C(C(=O)N(Cc1ccccc1)Cc1ccccc1)c1c(-c2ccccc2)[nH]c2ccccc12 | 11% | -6% | -0.4 | 3% | -8% | 30% | 15 | -12%
Cn1cc([N+](=O)[O-])c(C(=O)Nc2cc(Oc3cccnc3)cc([N+](=O)[O-])c2)n1 | 2% | -5% | 2.6 | 11% | -5% | 24% | -1 | -3%
Clc1ccccc1-c1ncc2ccccn12 | 1% | -11% | -0.2 | -10% | -18% | -8% | -7 | -6%
O=C(NCCc1ccc(F)cc1)C1CCC(=O)N(CC2CCCCC2)C1 (stereo unspecified) | -19% | 0% | 0.1 | 5% | 11% | -7% | 7 | 11%
C=CCOC(=O)CCC(=O)Nc1cccc2ccccc12 | -2% | -3% | -4.8 | 12%[9.22 µM] | 2% | -35% | -5 | -15%
Cc1cccc(C)c1OC(=O)CN1C(=O)c2ccccc2C1=O | -5% | -15% | -0.8 | 9% | -13% | -15% | -6 | -1%
Cc1ccc(Nc2nc(N)nc(CN3CCCCCC3)n2)cc1 | 3% | ? | 3.9 | 15% | 10% | 42% | -29 | -8%
CN(Cc1ccc(F)cc1)C(=O)c1ccc(NS(=O)(=O)c2ccc3[nH]c(=O)[nH]c3c2)cc1 | -4% | -9% | 1.4 | -9% | -7% | 7% | -5 | -24%
CCc1nc(CNC(=O)C2CCC(=O)N(CCc3ccc(OC)cc3)C2)cs1 (stereo unspecified) | -1% | 4% | -0.9 | 1% | 8% | nt | -5 | -6%
FC(F)Oc1cccc2cccnc12 | 12% | -8% | 0.6 | -11% | -12% | -18% | nt | -2%
COC(=O)[C@@H](N)CS | -1% | 24µM* | 0.0 | -19% | -5% | -26% | ? | 1%
O=C(CN(Cc1ccc(F)cc1)C(=O)c1csnn1)NCc1ccccc1 | -2% | 4% | -0.1 | 1% | 3% | 6% | 1 | 7%
CC(=O)Nc1ccc(Nc2nc3ccccc3n3cnnc23)cc1 | 4% | 5% | -0.2 | -5% | -3% | -13% | -5 | -1%
CCOC(=O)C(C)n1cnc2c(nnn2-c2cccc(OC)c2)c1=O (stereo unspecified) | 2% | 2% | 2.6 | 3% | -3% | 2% | 13 | 2%
CCCCN1C(=S)NC[C@@H]1C(C)CC (stereo partly specified) | -8% | -23% | -2.7 | 6% | -5% | -5% | 4 | 3%
O=S1(=O)c2ccccc2OC(COCc2ccccc2)CN1Cc1ccccc1 (stereo unspecified) | -2% | -13% | -0.6 | 5% | -4% | 5% | 3 | -4%
O=C(Cc1ccc(F)cc1)N/N=C/c1ccncc1 | -3% | -5% | -4.1 | -5% | 9% | 9% | -4 | 0%
C=C(C)C(=O)Nc1cccnc1Oc1ccc(F)cc1 | 10% | -13% | -3.4 | 4% | -8% | 22% | -10 | 15%
Cc1cc(C)cc(N(CC(=O)NCc2ccccc2Cl)S(=O)(=O)c2c(C)[nH]c(=O)[nH]c2=O)c1 | -7% | -25% | 1.9 | 5%&5% | -9% | 29%&32% | -9 | 2%
COC(=O)CC1NCCNC1=O (stereo unspecified) | 6% | -1% | -0.6 | 19% | -10% | 18% | 0 | 1%
CC1CCN(S(=O)(=O)c2cccc(C(=O)O)c2)CC1 | 5% | -2% | -1.9 | 1% | -20% | 30% | nt | 2%
COc1ccc(-c2nc3c4ccccc4ccn3c2Cc2ccc(C)cc2)cc1OC | -1% | 0% | -0.8 | -11% | 17% | 37% | 2 | -3%
CC1C(C#N)=C(SCC(N)=O)NC2=C1C(=O)CC(C)(C)C2 (stereo unspecified) | -5% | 27µM* | 0.6 | 0% | -5% | -2% | -6 | -6%
COc1ccc(-c2csc(N(CC3CCCO3)C(=O)c3ccc(C)cc3)n2)cc1 (stereo unspecified) | 3% | 0% | -4.1 | -5% | -3% | 20% | nt | -13%
COCCNC(=O)C1(C)CCCN(C(=O)c2ccc(OC)c(OC)c2)C1 (stereo unspecified) | -1% | -2% | -0.7 | -14% | -1% | -32% | -2 | -3%
Cc1ccc2nc(C)cc(N3CCOCC3)c2c1 | 10% | -4% | 0.2 | 8% | 8% | -9% | 4 | 11%
O=C(CSc1nc2ccccc2s1)Nc1ccc2c(c1)OCO2 | -3% | -18% | -1.5 | 2% | -7% | -17% | 2 | 0%
CCn1cc(CN2CCC(n3nccc3NC(=O)c3ccc(OC)cc3)CC2)cn1 | 0% | -22% | 0.7 | 25% | -17% | 0% | 9 | 4%
C#CCN1C=CC(=O)[C@@H](OC(=O)NCCC)[C@H]1c1ccccc1Br | -2% | -5% | 0.2 | -3% | 0% | -25% | 0 | -1%
O=C(CN1CCC(NC(=O)c2ccccc2Cl)CC1)NCc1ccccc1 | 1% | -3% | 1.8 | -9% | 4% | 2% | 0 | 4%
CCOC(=O)[C@]12CCC=C1N(Cc1cccc3ccccc13)C(=O)[C@H](CC(=O)N1CCOCC1)C2 | 4% | -5% | -1.0 | 1% | -19% | ? | -5 | -1%

Additional results follow.
SMILES | EPAC1 agonist | PLK1 PBD block | IL2 activator | Abeta yeast res | EPAC1 antag | FUS suppressor | PI5P4K alpha inh | WRN helicase inh
Cc1ccc(OCC(=O)Nc2ccc(F)cc2)cc1 | 1% | 2% | 0.5 | 12% | 2% | -2% | nt | -10%
CN(C)c1ccc(C(=O)Nc2cccc(S(=O)(=O)N3CCCC3)c2)cc1 | 22% | -7% | -0.3 | 10% | -17% | ? | -3 | -5%
COC(=O)C(Cc1c[nH]c2ccccc12)NC(=O)c1cccc(S(=O)(=O)N2CCCCC2)c1 (stereo unspecified) | 13% | -6% | 1.3 | -1% | -6% | ? | 1 | -1%
COc1ccc2oc3cc(C)[n+]([O-])c(-c4ccc(C)cc4)c3c2c1 | -12% | 5% | -4.5 | -24% | -21% | nt | 3 | 5%
Cn1nnnc1SCC(=O)Nc1cccc(S(=O)(=O)N2CCCC2)c1 | -6% | -1% | -0.1 | nt | -3% | 2% | -3 | 2%
C[C@@H]1CCCCCCCCC(=O)OCCN(C(=O)OC(C)(C)C)[C@H](C)CCCCCCCCC(=O)OCCN1C(=O)OC(C)(C)C | 8% | -10% | -1.2 | 7% | 0% | -12% | -4 | 1%
CCOc1nc(S(=O)(=O)c2ccc(C)cc2)c(Cl)s1 | 9% | -8% | -1.1 | 8% | -7% | 8% | nt | -6%
COc1ccc(-c2nnnn2CCc2ccccc2)cc1 | 0% | -6% | -2.0 | -6% | 10% | 18% | nt | 1%
O=S(=O)(N=C1C=CC(=NS(=O)(=O)c2ccccc2)c2ccccc21)c1ccccc1 | 10% | ? | -3.9 | 5% | -6% | ? | -26 | 6%
